# From PubChem BioAssay
# Mtb FBA inh: inhibitors of M. tuberculosis fructose-bisphosphate aldolase. P9WQA3. purified M. tuberculosis FBA, fluorescence read-out. inhibition, % at 1 µM. 360,000 compounds, 2.3% hits. AID 588726; in the data active means inhibition above about 27%;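 further: 0% = vehicle and 100% = reference inhibitor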
# Target sequence (P9WQA3 whole entry, looked up): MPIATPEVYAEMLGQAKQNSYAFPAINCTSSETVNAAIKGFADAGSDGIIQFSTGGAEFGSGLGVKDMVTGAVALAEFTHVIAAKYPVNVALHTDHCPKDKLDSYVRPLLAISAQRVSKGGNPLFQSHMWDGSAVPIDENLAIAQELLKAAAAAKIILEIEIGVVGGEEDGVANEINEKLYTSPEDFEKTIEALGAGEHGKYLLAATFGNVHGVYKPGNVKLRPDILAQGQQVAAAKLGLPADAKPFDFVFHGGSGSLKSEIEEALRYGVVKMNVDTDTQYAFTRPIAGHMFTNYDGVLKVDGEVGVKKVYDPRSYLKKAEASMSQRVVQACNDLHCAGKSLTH
# FadD28 binding: inhibitors of Mycobacterium tuberculosis FadD28 bisubstrate binding | FadD28 bisubstrate probe binding, fluorescence polarization | inhibition, % at 12.5 µM | 360,000 compounds, 0.22% hits; in the data active means inhibition above about 8.5%, passing the limit was not always enough; inconclusive means no clear call, values can overlap the other calls
# BoNT-A LC inh2: blocks Botulinum neurotoxin A light chain protease; multiplex microsphere protease substrate cleavage, flow cytometry; inhibition, % at 10 µM; 360,000 compounds, 0.17% hits; in the data active means inhibition above about 30%; inconclusive means no clear call, values can overlap the other calls; further: plate controls were buffer without enzyme for full effect and enzyme alone for no effect
# CCHFV vOTU inh: CCHFV vOTU protease inhibition | Pep-AMC fluorescence | inhibition, % at 11.5 µM | 370,000 compounds, 0.55% hits | AID 651958; further: 0% = vehicle wells with enzyme and 100% = no enzyme wells
# PrPC TRFRET: reduces human prion protein on the cell surface. P04156. cell surface PrPC, TR-FRET read-out. inhibition, % at 13.8 µM. 370,000 compounds, 0.43% hits. AID 720596; in the data active means inhibition above about 24%; further: 0% = median of the test wells and 100% = reference compound wells
# Mtb BioA inh: BioA (M. tuberculosis) enzyme inhibition; 360,000 compounds, 0.096% hits; inhibition, % at 9.99 µM; purified M. tuberculosis BioA enzyme, plate reader; in the data active means inhibition above about 40%; inconclusive means no clear call, values can overlap the other calls
# Mtb UGM inh: blocks M. tuberculosis UGM enzyme. P9WIQ1. purified UGM, fluorescence polarization probe displacement. inhibition, % at 10 µM. 320,000 compounds, 0.06% hits; in the data active means inhibition above about 10%, passing the limit was not always enough; inconclusive means no clear call, values can overlap the other calls
# Target sequence (P9WIQ1 whole entry, looked up): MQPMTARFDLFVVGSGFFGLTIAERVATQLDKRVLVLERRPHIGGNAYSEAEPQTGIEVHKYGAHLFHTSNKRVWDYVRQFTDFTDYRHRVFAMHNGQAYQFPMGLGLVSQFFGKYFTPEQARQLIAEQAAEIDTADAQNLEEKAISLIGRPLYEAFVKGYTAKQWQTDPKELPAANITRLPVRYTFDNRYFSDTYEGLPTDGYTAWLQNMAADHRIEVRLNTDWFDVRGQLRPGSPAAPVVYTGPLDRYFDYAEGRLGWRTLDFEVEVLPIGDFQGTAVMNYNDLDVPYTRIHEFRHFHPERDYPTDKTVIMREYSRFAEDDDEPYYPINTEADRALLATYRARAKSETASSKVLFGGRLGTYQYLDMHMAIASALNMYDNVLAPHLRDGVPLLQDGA
# BoNT F protease: blocks Botulinum neurotoxin F light chain protease | inhibition, % at 10 µM | Multiplex microsphere protease cleavage assay, flow cytometry | 360,000 compounds, 0.22% hits; in the data active means inhibition above about 35%, passing the limit was not always enough; inconclusive means no clear call, values can overlap the other calls; further: plate controls were buffer without enzyme for full effect and enzyme alone for no effect
# GDH-TPI counter: inhibits GDH-TPI coupling enzymes, artifact for Mtb FBA screen; inhibition, % at 4.8 µM; GDH-TPI coupled enzyme counterscreen, NADH absorbance; AID 588335; 360,000 compounds, 1.2% hits;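 further: 0% = DMSO wells and 100% = wells lacking the enzyme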
# The depositor's hits bear a star; ? = inconclusive; · = no result given; & = joins results of further samples. Unless noted, no stated cut-off is given here; in the data, active means inhibition above about 30%; inactive means the rest.
SMILES,Mtb FBA inh,FadD28 binding,BoNT-A LC inh2,CCHFV vOTU inh,PrPC TRFRET,Mtb BioA inh,Mtb UGM inh,BoNT F protease,GDH-TPI counter
CCN(CC)S(=O)(=O)c1ccc2nc(NC(=O)c3ccco3)sc2c1,23,-4.8,0.4,8,5,·,-1.0,-3,19
O=C1CC(/C=C/c2ccccc2)=Nc2ccccc2N1,-1,-1.4,0.6,0,6,-1.9,1.2,4,2
COc1ccccc1CNc1nc(NCc2cccc(OC)c2OC)c2sccc2n1,-2,-7.0,-0.8,6,11,-0.3,·,-5,-7
COc1ccc(C2(c3ccc(OC)cc3)NC(=O)N(Cn3nnc4ccccc4c3=O)C2=O)cc1,8,-2.8,0.5,-3,-1,-0.3,3.7,-1,-3
O=C(Nc1nc2ccccc2s1)c1c(F)cccc1Cl,-1,-12,1.9,8,-3,-1.5,2.7,12,9
COC(=O)c1ccc(CNCC(O)COc2ccc(-c3ccccc3)cc2)cc1 (configuration not stated),4,1.5,-2.7,-8,4,-1.5,0.6,-16,-2
Cc1ccc(S(=O)(=O)c2c[nH]c3ccc(Cl)cc3c2=O)cc1,-2,-0.7,-1.1,4,4,·,-1.8,0,5
COc1ccc(S(=O)(=O)N2CCCCCC2)cc1C(=O)N(C)Cc1c(F)cccc1Cl,-4,-3.1,1.6,9,10,0.6,0.9,2,5
CCCCN(C)CCNC(=S)Nc1ccc2nc(N3CCN(CC)CC3)cc(C)c2c1,10,·,1.0,-3,-20,-2.3,2.2,1,8
CCn1c(=O)c(=O)[nH]c2cc(C(=O)N3CCN(c4ccccc4F)CC3)ccc21,3,-3.2,0.8,10,-6,17,-2.1,-27,3
COCc1cc(OC)nc(-c2csc(C)n2)n1,0,-4.5,?,4,10,-1.3,-1.8,?,-10
CC(=O)c1ccccc1OCCn1nc(C(=O)O)c2ccccc2c1=O,-1,0.6,-1.1,9,6,6.8,-1.4,-8,-2
Cc1ccc(S(=O)(=O)N(C)c2ccc(OCC(=O)O)cc2)cc1,8,0.8,-0.2,1,2,-0.7,-1.0,0,2
CCN1C(=O)[C@H]2[C@@H](c3ccc(OC)cc3)N3C(=O)CN(CC4CC4)C(=O)[C@@]3(C)[C@H]2C1=O,0,-0.5,0.8,9,2,-0.4,2.4,7,10
CC(c1ccon1)N(C)Cc1c(C(=O)N(C)Cc2ccccc2)nc2ccccn12 (configuration not stated),1,0.0,-1.0,18,1,2.7,-0.9,-7,6
O=C(NCCOc1ccc(Cl)cc1)c1ccc2ccccc2n1,-2,-4.3,0.8,-12,-5,·,-3.3,-2,1
Cc1ccc(NC(=O)NNC(=O)C2CC(c3cccnc3)=NO2)cc1 (configuration not stated),0,-2.3,0.4,8,-1,-0.8,-0.6,?,8
CNC(=O)NC(=O)COC(=O)CCCSc1nc2ccccc2s1,0,-2.4,-4.0,-9,10,-1.3,1.1,-23,2
COC(=O)CSc1nc2sc(C)c(C)c2c(=O)n1C,-1,-2.8,0.4,-1,-3,-0.9,0.6,4,6
CCOC(=O)[C@]12Cc3c(cc(OC)c(OC)c3OC)[C@H]1N(Cc1ccccc1)C(=O)c1cc(OC)ccc12,·,·,0.0,1,1,·,·,-6,·
CCCc1cc(=O)oc2c3c(cc(OCC(=O)NCCN4CCOCC4)c12)OC(C)(C)CC3,180*,-3.8,-0.5,-181,1,3.0,6.1,2,11
Cc1ccc2c(c1)C(c1ccc(F)cc1)N(C(=O)c1ccc(S(=O)(=O)N(C)C)cc1)CC(=O)N2 (configuration not stated),2,·,-0.5,7,-3,-0.7,-2.2,7,0
Cc1cccc(-c2nnc(SCC3CNC(=O)O3)n2-c2ccc(Cl)cc2)c1 (configuration not stated),-10,-3.4,-0.1,-13,2,·,3.1,-3,-4
CN(C)C(=O)c1ccc(NC(=O)COC(=O)/C=C/c2cccs2)cc1,3,-0.9,1.4,4,0,2.9,0.5,-8,21
O=C(Nc1cccc(-c2csc(Nc3ccccc3)n2)c1)c1cc([N+](=O)[O-])cc(C(F)(F)F)c1,2,0.3,-0.9,14,-1,-1.7,0.6,-11,6
O=C(NCc1nc2ccccc2[nH]1)C1=C[C@@H](C2CC2)C[C@@H](OCc2ccc(CO)cc2)O1,0,-1.4,0.4,-9,-3,1.1&-1.2,-7.3,-2,4
CS(=O)(=O)c1ccc(C(=O)OCC(=O)N(CCc2ccccc2)Cc2ccccc2)cc1,-1,-4.6,1.5,·,·,-2.2,-0.3,-1,-1
COc1ccc(Br)cc1C(=O)Nc1ccc(N2CCN(S(C)(=O)=O)CC2)cc1,-5,-2.0,-0.6,8,0,-1.5,1.4,14,7
O=C(Nc1ccc(F)cc1F)Nc1ccc(F)cc1F,-2,-2.7,-2.9,1,13,·,-2.1,-16,-4
CN(Cc1ccccc1)C(=O)c1ccc2sc([C@H]3C[C@H](O)[C@@H](CO)O3)nc2c1,-3,-8.3,-0.3,-5,1,26,·,-2,3
CN(C)c1ccc(C=C(C#N)C#N)cc1,1,-1.8,0.2,-5,5,0.2,1.7,11,11
COc1cccc(OCC(O)CN2CCOCC2)c1 (configuration not stated),0,-4.0,-0.7,4,-1,-0.1,-2.5,-25,3
CSc1ncc(Cl)c(C(=O)C(C#N)c2nc3c(C)cc(C)cc3c(=O)[nH]2)n1 (configuration not stated),-1,-3.5,1.4,-4,-2,5.0,2.9,-2,28
O=C(CSc1nnc(-c2cccs2)o1)N1CCCCC1,4,-2.8,0.1,13,1,6.6,-2.7,6,-3
O=C(CSc1nc(-c2cccs2)cc(C(F)(F)F)n1)NCc1ccccc1,13,-3.4,-0.1,-11,-10,2.2,2.4,-6,14
Nn1c(SCC(=O)Nc2nccs2)nnc1-c1ccco1,-1,-0.5,5.8,-13,5,-3.2,·,0,-1

# Arranged by number of heavy atoms (ascending): some entries from above.
SMILES,Mtb FBA inh,FadD28 binding,BoNT-A LC inh2,CCHFV vOTU inh,PrPC TRFRET,Mtb BioA inh,Mtb UGM inh,BoNT F protease,GDH-TPI counter
CN(Cc1ccccc1)C(=O)c1ccc2sc([C@H]3C[C@H](O)[C@@H](CO)O3)nc2c1,-3,-8.3,-0.3,-5,1,26,·,-2,3
CS(=O)(=O)c1ccc(C(=O)OCC(=O)N(CCc2ccccc2)Cc2ccccc2)cc1,-1,-4.6,1.5,·,·,-2.2,-0.3,-1,-1
O=C(Nc1cccc(-c2csc(Nc3ccccc3)n2)c1)c1cc([N+](=O)[O-])cc(C(F)(F)F)c1,2,0.3,-0.9,14,-1,-1.7,0.6,-11,6

# (more compounds)
SMILES,Mtb FBA inh,FadD28 binding,BoNT-A LC inh2,CCHFV vOTU inh,PrPC TRFRET,Mtb BioA inh,Mtb UGM inh,BoNT F protease,GDH-TPI counter
CCC1CCCCN1c1nc(-c2ccncc2)nc2ccccc12 (configuration not stated),5,-4.6,0.6,4,-7,·,-4.0,-2,14
CCOc1ccccc1NC(=O)c1cc(S(=O)(=O)N2CCN(CC)CC2)ccc1Cl,-2,-0.2,-2.7,13,4,-0.1,0.3,-5,0
C=CCOc1ccccc1CNCCCN1CCOCC1,0,-3.1,-0.3,-6,-5,-1.0,3.0,0,0
O=C(NCc1nnc(SCC(=O)N2CCN(c3ccccc3)CC2)o1)c1c(F)cccc1Cl,2,1.6,-0.8,-6,4,-0.3,-1.5,-16,-10
O=C(c1ccc(CS(=O)(=O)Cc2ccccc2)cc1)N1CCCCC1,5,-3.4,-1.8,-6,0,3.1,-0.7,-14,-5
Cc1ccc(NC(=O)c2ccc(S(=O)(=O)NCC3CCCO3)cc2)cc1C (configuration not stated),-3,0.1,-1.2,-7,-3,·,0.0,-4,3
CCOC(=O)[C@H]1[C@H]2COc3ccc(C)cc3[C@@H]2N2C(=O)CN(Cc3ccc(F)cc3)C(=O)[C@@]12C,1,-5.0,-0.4,-1,-3,-0.7,-0.2,-1,-1
O=C(NNc1cc(N2CCOCC2)nc(N2CCOCC2)n1)c1ccc(Cl)cc1Cl,-1,-4.5,0.0,-18,-6,-2.0,2.8,2,1
COc1ccc(S(=O)(=O)N2CCN(Cc3cc(OC)c(OC)c(OC)c3)CC2)cc1,0,0.4,-0.6,-12,4,-1.4,-0.7,10,7
Cc1ccc(NC(=O)Cn2nnc3ccccc3c2=O)cc1,3,-2.9,-1.2,-7,-7,·,0.4,-3,-8
O=C(C(=O)N1CCN(c2ccccc2F)CC1)c1c[nH]c2ccccc12,-1,-1.6,-0.8,-2,8,·,0.1,-2,18
CNC(=O)c1ccsc1NC(=O)c1ccc(S(=O)(=O)N2CCOCC2)cc1,3,-11,-0.3,2,-2,0.3,1.0,-9,8
CC(C)N(C(=O)COC(=O)CNS(=O)(=O)c1ccccc1F)c1ccccc1,3,-1.1,-0.5,4,7,·,-0.5,-1,-1
Cc1cc(C)n(C(=O)/C(C#N)=C/N(C)C)n1,-4,-1.6,-0.4,8,-1,-1.1,-0.2,0,8
NC(=O)c1ccsc1NC(=O)C1CCN(S(=O)(=O)c2cccs2)CC1,-1,-1.7,-2.2,-9,1,·,-1.9,?,4
Cc1cc(F)ccc1S(=O)(=O)N1CCCOC1CNC(=O)C(=O)NCC(C)C (configuration not stated),-1,-1.4,0.8,9,-1,0.1,-0.3,-2,1
COc1ccccc1NC(=O)C1=C(C)NC(=O)NC1c1ccc(C)cc1 (configuration not stated),0,0.3,0.3,9,-6,2.1,-2.4,2,4
CCN(CC)S(=O)(=O)c1cccc(NC(=O)CC2CCCC2)c1,1,-2.2,-3.0,7,8,1.0,-0.8,7,-1
CSc1nc(=O)n2cccc(C)c2n1,-3,-2.8,-4.7,0,-4,0.9,0.7,-5,22
O=C(NCc1cc(C(F)(F)F)cc(C(F)(F)F)c1)C1CC(c2ccc(C(F)(F)F)cc2)=NO1 (configuration not stated),5,-1.9,-0.9,9,-3,-1.6,-2.3,-8,12
FC(F)(F)c1ccc(C2[C@H]3CN(Cc4cccnc4)[C@H](c4ccccc4)C34CC2(c2cccnc2)C4)cc1 (some centres not stated),-2,-4.9,-0.1,15,3,-1.1,1.7,-5,-4
NC(=O)c1ccccc1OCC(=O)O,1,0.0,0.7,-2,2,-1.3,0.6,8,3
C=CCN1C(=O)/C(=c2\sc3nc(=O)c(Cc4ccccc4)nn3c2=O)c2ccccc21,-1,-1.2,-0.2,4,7,1.7,-3.5,-1,14
O=C(CSc1ccc(Cl)cc1)N1CCN(c2ncc(C(F)(F)F)cc2Cl)CC1,1,-0.6,-1.2,12,6,-0.1,2.0,-14,4

# An excerpt of these results, bar-delimited:
Structure | Mtb FBA inh | FadD28 binding | BoNT-A LC inh2 | CCHFV vOTU inh | PrPC TRFRET | Mtb BioA inh | Mtb UGM inh | BoNT F protease | GDH-TPI counter
O=C(CSc1ccc(Cl)cc1)N1CCN(c2ncc(C(F)(F)F)cc2Cl)CC1 | 1 | -0.6 | -1.2 | 12 | 6 | -0.1 | 2.0 | -14 | 4
NC(=O)c1ccsc1NC(=O)C1CCN(S(=O)(=O)c2cccs2)CC1 | -1 | -1.7 | -2.2 | -9 | 1 | · | -1.9 | ? | 4

# Further records.
SMILES,Mtb FBA inh,FadD28 binding,BoNT-A LC inh2,CCHFV vOTU inh,PrPC TRFRET,Mtb BioA inh,Mtb UGM inh,BoNT F protease,GDH-TPI counter
Cc1c(CN2CCC(CO)(CCOc3ccccc3)CC2)[nH]c2ccc(Cl)cc12,4,-7.9,-0.5,12,-4,·,-0.1,-2,1
COc1ccc(N=Cc2c(O)n(C)c(=O)n(C)c2=O)cc1,1,-1.7,-0.1,17,12,0.0,2.6,-4,26
Cc1ccc(N/C(=C\C(=O)c2ccccc2)C(=O)O)cc1,-1,1.6,-0.2,0,9,·,1.0,3,4
COc1ccc(N(CC(=O)NCc2cccnc2)S(=O)(=O)c2c(C)nn(C)c2C)cc1,1,-3.5,0.3,-6,3,1.6,-4.0,6,-9
Cn1c(=O)c2c(nc(OCc3ccc4c(c3)OCO4)n2Cc2ccccc2Cl)n(C)c1=O,2,-2.7,0.6,12,5,12,-0.6,1,4
COc1cc(C)c(C(=O)CC(=O)c2c(C)cc(OC)cc2C)c(C)c1,3,-4.3,-0.2,9,4,0.5,1.6,-8,4
COc1cc(C)c(C)cc1S(=O)(=O)N1CCCc2ccccc21,-2,-1.4,-2.4,9,3,1.5,0.4,-17,5
OCCN1CCN(Cc2ccc3ccccc3c2)CC1,1,-3.2,-2.9,-12,4,-2.4,-0.4,6,0
Cc1cc2cc(C(=O)N3CCc4c([nH]c5ccccc45)C3c3ccccn3)ccc2o1 (configuration not stated),2,-0.3,-0.8,-5,3,-1.8,2.1,-4,5
